From PubChem
UPR CHOP act: apoptotic UPR (CHOP) activation | actives 0.34% (n = 330,000) | activation, % at 10 µM | CHO-CHOP luciferase reporter, luminescence; percent of tunicamycin response over DMSO baseline | AID 449763;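 active means at 10 µM dose, activation of 40% or more, normalized to positive control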;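 further: 100% = tunicamycin at 10 µg/mL and 0% = DMSO alone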
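Assay system: CHO-CHOP cells, stable luciferase reporter of PERK-eIF2a-CHOP signalling / Buffer or medium: F12 plus 10% serum / Compound dosing: one dose, 10 µM in 0.5% DMSO / Times: 6 h compound treatment, 37 °C / Technique: luciferase luminescence / Read-out: % reporter activation, DMSO baseline versus tunicamycin full activation / Benchmarks: tunicamycin and DMSO controls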
UPR XBP1 act: adaptive UPR (XBP1) activation; actives 0.33% (n = 330,000); activation, % at 20 µM; CHO-XBP1 luciferase reporter, IRE1-XBP1 UPR activation, luminescence; percent of tunicamycin response, DMSO as zero;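 active means versus positive control, 20 µM dose yields 30% or more activation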;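 further: 100% = tunicamycin at 10 µg/mL and 0% = DMSO only wells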
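Assay system: CHO-XBP1 luciferase reporter cells; Schedule: 6 h treatment, 37 °C; Detection: glow luminescence from Steady-Glo reagent; Benchmarks: high control tunicamycin 10 µg/mL final, low control DMSO vehicle only.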
Mdm2-MdmX inh: disrupts the human Mdm2-MdmX interaction; inhibition, % at 8 µM; SaOS-2 split-luciferase Mdm2/MdmX complementation, luminescence; actives 3% (n = 330,000);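 active means inhibition of at least 50% at 8 µM in the primary screen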
APJ agonist: APJ receptor agonism; activation, % at 20 µM; CHO-K1 APJ PathHunter beta-arrestin, luminescence; 0% DMSO wells, 100% apelin; P35414; AID 2520; actives 0.11% (n = 330,000);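 active means activation more than six SD over the plate average, tested at 20 µM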;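 further: 0% = DMSO alone and 100% = apelin-13 at 10 nM; some results filed as inactive read as strong as hits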
Target sequence (P35414 whole entry, looked up): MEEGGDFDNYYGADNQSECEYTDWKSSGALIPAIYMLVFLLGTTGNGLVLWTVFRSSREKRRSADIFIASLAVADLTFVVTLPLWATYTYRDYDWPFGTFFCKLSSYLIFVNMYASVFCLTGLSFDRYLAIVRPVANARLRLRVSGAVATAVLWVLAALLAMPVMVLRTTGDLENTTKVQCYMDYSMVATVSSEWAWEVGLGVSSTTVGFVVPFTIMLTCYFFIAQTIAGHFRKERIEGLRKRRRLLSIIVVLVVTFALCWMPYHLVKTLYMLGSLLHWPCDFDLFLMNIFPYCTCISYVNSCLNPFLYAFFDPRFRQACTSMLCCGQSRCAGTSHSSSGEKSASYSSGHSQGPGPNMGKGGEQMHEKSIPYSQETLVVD
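Test system: CHO-K1 APJ beta-arrestin complementation cell line | Compound: Single test compound dose, 20 µM final, 1% DMSO | Incubation: Compound 90 min 25 °C, reagent 1 h | Measured by: beta-gal luminescence | Read-out basis: APJ–arrestin association signal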
Jurkat NFkB inh: lowers PMA/ionomycin-induced NF-kB signal in Jurkat cells | PMA/ionomycin-induced NF-kB luciferase reporter, luminescence | inhibition, % at 4 µM | actives 0.53% (n = 330,000) | AID 435003; in the data active means inhibition above about 50%
697 NFkB inh: inhibitors of the PMA/ionomycin-induced NF-kB reporter in 697 B cells; inhibition, % at 4 µM; 697 B-cell NF-kB luciferase reporter, 16 h; actives 0.33% (n = 330,000); in the data active means inhibition above about 35%
APJ antag: APJ receptor antagonism; P35414; CHO-K1 APJ beta-arrestin complementation, luminescence; inhibition, % at 20 µM; actives 0.32% (n = 330,000);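 active means inhibition above about 40% at 20 µM, limit read from the data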;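 further: cells challenged with 10 nM apelin-13 agonist together with compound; plate controls were apelin-13 plus DMSO wells for no effect and DMSO wells lacking apelin-13 for full effect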
tim23-1 inh: tim23-1 yeast growth inhibition; inhibition, % at 20 µM; actives 1.3% (n = 330,000); S. cerevisiae tim23-1 growth, BacTiter-Glo luminescence, 24 h;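 active means growth inhibition of the mutant yeast at or above 50%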;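 further: temperature-sensitive mutant grown at 25 °C; plate controls were DMSO-treated mutant yeast for no effect and medium wells lacking yeast for full effect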
The depositor's hits bear a star; & = joins results of further samples.

SMILES	UPR CHOP act	UPR XBP1 act	Mdm2-MdmX inh	APJ agonist	Jurkat NFkB inh	697 NFkB inh	APJ antag	tim23-1 inh
Cc1cccc(-n2c(O)c(/C=C/C=Nc3ccccc3)c(=O)[nH]c2=O)c1	-1.2	-2	23	-1	8	17	15	-8
Cc1ccc(S(=O)(=O)N2CCCC(C(=O)N3CCC4(CC3)OCCO4)C2)cc1 (configuration not stated)	1.4	-1	-13	-4	-4	2	-14	12
CCC(C)N1CCN(C(=O)Cc2ccccc2)CC1 (configuration not stated)	-1.3	3	16	-3	-5	22	1	9
O=Cc1cn(Cc2ccccc2F)c2ccccc12	-2.6	-2	13	-4	8	14	-1	-4
COC(=O)C1=C(c2ccc(OC)c(OC)c2)C[C@@H]2CC[C@H]1N2C(=O)NC1CC1	-0.4	-2	31	-4	-17	1	0	-1
Cc1ccc(-c2nc3ccccc3c(=O)n2-c2cc(C)ccn2)cc1	-1.7	0	9	-3	1	14	-6	33
CCSc1nnc([C@@H](N)Cc2c[nH]c3ccccc23)o1	-1.7	-2	12	0	-4	13	1	7
C[C@]12CCC3C(CC[C@H]4C[C@@H](O)CC[C@]34C)C1CC[C@@H]2N (some centres not stated)	-2.0	-1	2	1	-22	3	-5	13
N#Cc1ccc(OCC(=O)N2CCN(Cc3ccc4c(c3)OCO4)CC2)cc1	-1.5	-3	10	-2	4	-8	-3	12
NC1CCCCC1N=Cc1c(O)n(Cc2ccc(F)cc2)c(=O)[nH]c1=O (configuration not stated)	0.1	1	30	-3	14	19	16	13
CC(Cc1ccccc1)[n+]1cc(/N=C(\N)[O-])on1 (configuration not stated)	1.9	-1	-19	-4	-5	-10	12	-1
O=C(OC1CCN(CCCl)CC1)C(c1ccccc1)c1ccccc1	-0.7	-6	23	-7	1	13	11	-10
O=C(c1cc2ccccc2oc1=O)N1CCC2(CC1)OCCO2	1.8	1	13	-6	2	22	-2	21
O=P(O)(O)/C=C(\Cl)c1ccccc1	3.5	-1	-20	-1	2	6	6	18
Cc1c(C=C2C(=O)NC(=O)NC2=O)c(=O)n(-c2ccccc2)n1C	1.2	0	-7	-1	1	7	9	0
CCCCn1c(O)c(/C=N/N2CCCCC2c2cccnc2)c(=O)[nH]c1=S (configuration not stated)	-0.1	1	16	-1	-6	-4	3	29
CNC(C(=O)c1ccccc1)C(OC(C)=O)c1cccc([N+](=O)[O-])c1 (configuration not stated)	1.3	-1	3	-1	-2	7	15	15
CCCCn1c(O)c(C(C)=Nc2ccc3c(c2)CCC3)c(=O)[nH]c1=O	0.1	0	30	0	-3	11	11	17
COc1ccc(C2NCc3ccccc3-n3cccc32)cc1 (configuration not stated)	-0.1	-1	29	-5	13	13	14	22
Nc1ccc(CCN2CCCC2)cc1	2.7	-5	-6	1	-4	0	-2	-14
CCN(CC)c1ccc(N=Cc2c(O)n(Cc3ccccc3)c(=O)[nH]c2=O)cc1	7.8&8.0	31*	14&49	0&0	-12&-6	-34&-16	3&4	-1&4
CCOC(=O)C1C2NC(=O)N(Cc3ccccc3)C1(C)Oc1c(OC)cccc12 (configuration not stated)	0.7	0	2	-5	9	22	-9	11
CCC(C)OC(=O)c1c(N)n(Cc2cccs2)c2nc3ccccc3nc12 (configuration not stated)	1.3	2	2	-4	26	31	17	8
Cn1c(O)c(C=Nc2ccccc2Sc2ccccc2)c(=O)n(C)c1=O	0.0	2	-22	-1	-2	4	10	2
O=C(Cc1ccccc1)Oc1ccc([N+](=O)[O-])cc1	2.9	-3	-11	1	1	-11	-5	-3
The listing continues:
SMILES	UPR CHOP act	UPR XBP1 act	Mdm2-MdmX inh	APJ agonist	Jurkat NFkB inh	697 NFkB inh	APJ antag	tim23-1 inh
CC(=O)O[C@H]1CC[C@@]2(C)C(=CC(=O)C3C2CC[C@@]2(C)C3C[C@H](OC(C)=O)[C@@H]2OC(C)=O)C1 (some centres not stated)	1.8	-1	-22	-2	0	-8	8	5
Cc1cc(Cc2c(O)[nH]c(=S)[nH]c2=O)ccc1OC(C)C	1.6	-5	12	0	3	10	-3	-1
COc1ccc(-n2nc(C(=O)NCC(=O)N3CCC4(CC3)OCCO4)c3ccccc3c2=O)cc1OC	1.5	7	13	-3	-7	-26	-12	5
NC(=O)Cn1cc(C=C2C(=O)NC(=O)NC2=O)c2ccccc21	2.0	0	20	-2	-16	1	-7	10
COc1cccc(CNC2CN3CCC2CC3)c1OC (configuration not stated)	0.9	-5	9	-1	2	-17	-19	-8
CCOC(=O)C(C)(CC)NC(=O)CSP(=S)(OCC)OCC (configuration not stated)	-1.2	-2	4	1	16	2	10	18
Cn1c(=O)cc(OCC(=O)N2CCN(Cc3ccc4c(c3)OCO4)CC2)c2ccccc21	-3.7	4	27	2	-3	2	-2	-11
CNCCc1c(C)n[nH]c1C	-1.9	4	11	-4	20	9	1	0
CNC(C(=O)c1ccccc1)C(OC)c1ccc(C)cc1 (configuration not stated)	1.3	-2	-29	-4	-11	0	16	11
COc1ccc(CCn2c(O)c(C=Nc3ccccc3F)c(=O)[nH]c2=O)cc1OC	-1.3	0	-4	4	-19	-15	7	-26
COc1ccc2c(c1)[C@]13CCCCC1C(C2)N(C)CC3 (some centres not stated)	-0.9	3	15	-3	7	11	0	15
O=C(COc1ccc(Br)cc1)N1CCN(Cc2c[nH]c3ccccc23)CC1	23	12	21	1	21	-24	15	13
Cc1cc(OC(C)C(=O)NCC2CCC(C(=O)O)CC2)c2c3c(c(=O)oc2c1)CCC3 (configuration not stated)	2.0	0	9	0	2	23	-8	9
COc1ccc(/C=C2\C(=O)NC(=S)N(C)C2=O)cc1C	0.0	-1	-1	-1	-1	12	17	14
Cc1ccccc1NC1=NCC(C)S1 (configuration not stated)	-1.3	-3	-2	-2	9	12	-11	0
CC(C)c1ccccc1OCC(=O)N1CCCN(C)CC1	-1.5	-7	13	6	-9	4	-37	10
COc1cc(C=C2C(=O)NC(=O)NC2=O)ccc1OS(=O)(=O)c1ccccc1[N+](=O)[O-]	3.2	1	-31	2	-2	-3	-6	12
COc1ccc(C(C)=O)cc1Cc1c(O)[nH]c(=S)[nH]c1=O	0.8	0	-1	-3	-1	0	12	3
C=CC1CN2CCC1CC2[C@@H](OC(=O)c1ccc(OC)cc1)c1ccnc2ccccc12 (some centres not stated)	-0.4	0	31	-2	-7	0	12	30
COc1cc2c3cc1Oc1cc(ccc1O)C[C@@H]1c4c(cc(OC)c(O)c4Oc4cccc(c4)C[C@@H]3N(C)CC2)CC[N+]1(C)C	-0.5	-3	-24	1	4	6	-3	10
Cc1c(NP(=O)(C(C)(C)C)C(C)(C)C)c(=O)n(-c2ccccc2)n1C	1.4	0	-12	-3	-24	-20	10	2
CC1CCC(C(C)C)C(OC(=O)COC(=O)c2ccccc2N)C1 (configuration not stated)	1.1	1	17	0	1	-37	-4	10
C[C@@H]1C2C[C@@]34COC(=O)C3=CC=C[C@H]4[C@@]13C[C@H](c1ccoc1)O[C@@H]3O2	0.2	-1	-10	-2	-18	6	7	20
C[C@]12CC[C@H](O)C[C@@H]1CC[C@@H]1[C@@H]2CC[C@]2(C)C(=O)CC[C@@H]12	-0.6	-4	4	-3	3	7	-9	-25
CC(C)c1ccc(-n2c(O)c(C=NC(CCS(C)=O)C(=O)O)c(=O)[nH]c2=S)cc1 (configuration not stated)	-1.9	0	3	-5	-13	-5	0	11
Continuation:
SMILES	UPR CHOP act	UPR XBP1 act	Mdm2-MdmX inh	APJ agonist	Jurkat NFkB inh	697 NFkB inh	APJ antag	tim23-1 inh
COc1ccc(N2C(=O)CC(N3CC=C(c4ccccc4)CC3)C2=O)cc1 (configuration not stated)	-1.0	1	-5	-5	-5	-5	-43	28
CCN1CCN(c2nc3c(c(=O)[nH]2)CCCC3)CC1	0.4	-1	-9	12	-12	-15	8	27
CCC(=O)OC1(c2cccc(C)c2)CC(C)N(C)CC1C (configuration not stated)	-0.7	4	-18	-3	-6	-23	5	6
N/C(=N\[N+](=O)[O-])N1CCN(C(=O)c2ccccc2)CC1	1.8	-2	26	-9	0	12	35	2
CC12CN3CCN(CC(C3)C1O)C2 (configuration not stated)	2.6	4	20	0	1	6	-12	4
Cc1ccccc1-n1c(CNc2ccccc2)nc2ccccc2c1=O	1.8	2	2	-8	11	2	-1	40
CCOP(=O)(OCC)C(NC(=O)c1ccccc1)C(Cl)(Cl)Cl (configuration not stated)	0.8	-1	-13	-2	14	16	-5	5
Cn1ccnc1P(=S)(c1nccn1C)N1CCOCC1	-0.4	-1	-1	0	8	11	19	10
O=c1c2ccccc2nc(Cc2cccc([N+](=O)[O-])c2)n1-c1ccc(O)cc1	2.5	-3	-20	3	-3	6	-4	18
Cc1c(N=Cc2c(O)n(CCc3ccc(F)cc3)c(=O)[nH]c2=O)c(=O)n(-c2ccccc2)n1C	0.5	-1	18	1	0	5	11	11
Oc1ccc2c3c1OC1c4oc5ccccc5c4C[C@@]4(O)[C@@H](C2)N(CC2CC2)CC[C@]314 (some centres not stated)	0.4	-1	18	-7	-4	19	0	15
CCc1c(C)nc(N)nc1N1N=C1SC	-2.2	1	15	-4	0	15	22	-6
C=C1N2CCC(CC2)C1(O)c1ccccc1C (configuration not stated)	-3.1	1	10	-3	-19	-16	0	5
Cc1ccc2c(c1)C1CN(C)CCC1N2C(=O)COc1ccc(S(=O)(=O)N2CCOCC2)cc1 (configuration not stated)	-0.4	-1	-8	1	-21	-10	-9	21
Cc1ccc(Cn2cc(C=O)c3ccccc32)cc1	-1.6	-1	23	-3	11	-3	-2	22
CN(C)CCn1cnc2ccccc21	-0.1	1	8	-3	-15	13	14	2
c1ccc(NC2=NCCCS2)cc1	1.1	0	19	-3	5	3	21	-3

Some of the compounds tested. The share of hits here may be higher or lower than overall.
